IDE act = human IDE activators in live cells, primary screen, fluorescence polarization, HEK cells, FAbeta-B substrate; Insulin-degrading enzyme (Homo sapiens), P14735; activation, % at 5.96 µM; AID 493087, 2011; hit rate 0.073% among 340,000; FAbeta-B cleavage; 0% vehicle, 100% cell-free pure enzyme wells;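 active = activation above the mean of all tested compounds plus 3 SD, set per screening campaign, cut at about 17% in these data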
Target sequence (P14735 whole entry, looked up): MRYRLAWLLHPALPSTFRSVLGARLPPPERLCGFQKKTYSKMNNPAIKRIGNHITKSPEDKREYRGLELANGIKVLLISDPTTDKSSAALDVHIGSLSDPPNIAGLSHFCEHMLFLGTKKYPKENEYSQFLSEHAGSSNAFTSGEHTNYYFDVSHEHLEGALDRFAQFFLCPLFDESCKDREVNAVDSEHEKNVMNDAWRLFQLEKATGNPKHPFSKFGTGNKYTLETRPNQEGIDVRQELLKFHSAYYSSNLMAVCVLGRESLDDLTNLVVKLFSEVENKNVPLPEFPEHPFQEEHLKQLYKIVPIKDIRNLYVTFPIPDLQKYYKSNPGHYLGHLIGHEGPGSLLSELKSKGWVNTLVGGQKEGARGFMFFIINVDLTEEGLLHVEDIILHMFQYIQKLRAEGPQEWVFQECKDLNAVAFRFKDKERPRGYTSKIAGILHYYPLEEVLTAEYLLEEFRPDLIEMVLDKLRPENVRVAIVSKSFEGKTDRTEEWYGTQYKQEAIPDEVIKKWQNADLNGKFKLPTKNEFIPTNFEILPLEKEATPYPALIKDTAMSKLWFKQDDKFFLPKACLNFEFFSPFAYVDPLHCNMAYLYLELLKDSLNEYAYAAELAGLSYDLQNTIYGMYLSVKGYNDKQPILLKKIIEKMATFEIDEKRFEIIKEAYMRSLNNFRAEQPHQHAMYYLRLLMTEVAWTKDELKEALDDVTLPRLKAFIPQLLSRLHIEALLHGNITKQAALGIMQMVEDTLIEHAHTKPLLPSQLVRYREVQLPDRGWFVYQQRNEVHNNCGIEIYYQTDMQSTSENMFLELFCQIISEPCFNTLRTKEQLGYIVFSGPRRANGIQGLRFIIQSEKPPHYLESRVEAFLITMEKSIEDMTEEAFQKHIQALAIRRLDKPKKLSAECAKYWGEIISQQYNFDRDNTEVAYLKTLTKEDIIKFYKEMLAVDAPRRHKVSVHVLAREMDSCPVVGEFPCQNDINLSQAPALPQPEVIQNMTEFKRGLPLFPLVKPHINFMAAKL
M4 PAM = human M4 muscarinic receptor positive allosteric modulators, primary screen, CHO-K1 cells, Fluo-8 calcium fluorescence; hit rate 0.4% among 360,000; AID 624126, 2012; Muscarinic acetylcholine receptor M4 (Homo sapiens), P08173; activation, % at 3 µM; CHO-K1 hM4/Gqi5, ACh EC20; 0% = ACh EC20, 100% = maximal ACh;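 active = activation above its plate's cutoff, the mean activation of sample wells plus 3 SD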; also: some results filed as inactive read as strong as hits
MEKK3 PB1 HTS = modulators of MEKK3-MEK5 PB1 binding, primary screen, biochemical, wildtype MEKK3, multiplex bead flow cytometry, Alexa488-MEK5; hit rate 1.4% among 290,000; AID 1529, 2009; bead-based flow cytometry, Alexa488-MEK5 binding to MEKK3; actives lie on both sides; 0 = blocked by unlabeled MEK5, 100 = vehicle; Mitogen-activated protein kinase kinase kinase 3 (Homo sapiens), Q99759; binding response (% of control), % at 10 µM;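 active = binding response more than 3 SD above or below the average of its plate-row segment, actives on both sides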;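 also: Alexa488 bead fluorescence after subtracting the streptavidin-only scavenger bead signal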
p-CIP stab down = p/CIP-EGFP fusion destabilizers, primary screen, fluorescence, F442A cells | decrease of EGFP signal, % at 10 µM | AID 1984, 2009 | Q05BA5 | hit rate 0.01% among 290,000 | 16 h;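 active = EGFP signal decrease of at least 30% at 10 µM or well 3 SD below plate mean, unless failing retest; inactive = the rest, including hits failing retest or dose response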; also: some compounds called inactive have numbers as strong as hits; many of its hits are not listed in these tables
GalR3 antag = GalR3 antagonists in HEK293 cells, primary screen, cell-based, fluorescence readout. HEK293 GalR3-CNG cAMP membrane potential fluorescence; galR3 body fused to GalR1 C-terminus. hit rate 0.44% among 360,000. inhibition, % at 3 µM. Galanin receptor type 3 (Homo sapiens), O60755. AID 651719, 2012;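 active = inhibition above the screen-wide average plus 3 SD, cut at about 13% in these data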;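 also: forskolin and galanin both at EC90 stimulate the cells; cAMP rise reported by CNG channel membrane potential dye signal; 0% = forskolin plus galanin with DMSO and 100% = forskolin alone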
CRFR2-BP antag = antagonists of CRF-BP/CRF-R2 complex, primary screen, cell-based, HEK293, calcium dye fluorescence, uHTS; CRF-induced calcium fluorescence; hit rate 0.59% among 350,000; inhibition, % at 11.8 µM; AID 588475, 2011;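 active = inhibition of the ligand-induced calcium signal above about 50% at the single tested concentration, limit read from the data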
CRFR2-BP ag = agonists of CRF-BP/CRF-R2 complex, primary screen, cell-based, HEK293, calcium dye fluorescence, uHTS; CRF-binding protein / CRF receptor 2 complex (human); calcium dye fluorescence (FLIPR); percent of saturating CRF peptide response; activation, % at 13.2 µM; hit rate 0.46% among 350,000; AID 588473, 2011;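 active = activation of at least 50%, plus an integration ratio under a set limit after plate pattern correction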;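 also: plate controls were neutral control wells without compound for no effect and CRF at EC100 for full effect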
PHOSPHO1 inh = PubChem AID 1565. Phosphoethanolamine/phosphocholine phosphatase (Homo sapiens), Q8TCT1. inhibition, % at 13.3 µM. hit rate 1.1% among 290,000. recombinant PHOSPHO1, absorbance phosphatase assay; in the data active = inhibition above about 60%
IDE cell inh = human IDE inhibitors in live cells, primary screen, fluorescence polarization, HEK cells, FAbetaB substrate | FAbetaB cleavage | inhibition, % at 5.59 µM | hit rate 0.41% among 320,000 | AID 434962, 2010;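 active = percent inhibition above the average of all tested compounds plus 3 SD, set per screening campaign, cut at about 16% in these data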;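 also: IDE supplied by intact live HEK cells; FP after avidin binding of uncleaved biotin substrate so inhibition keeps polarization high; 0% = DMSO wells and 100% = 60 µM reference IDE inhibitor Ii1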
The depositor's hits bear a star; · = not tested or not shown; [ ] = another dose, or the depositor's remark.

1: CCn1c(SCC(=O)c2cc(C)n(-c3ccc(C(=O)OC)cc3)c2C)nnc1-c1cccnc1
2: O=C(Cc1cccc(C(F)(F)F)c1)Nc1ccccc1
3: CC(C)(C)NC(=O)NC(=O)CSc1nnc(COc2ccccc2Cl)o1
4: COc1ccc(C(=O)N[C@H](C(=O)NCc2ccccc2)C(C)C)cc1
5: Cc1cc(S(=O)(=O)Nc2cccc(O)c2)c(C)s1
6: O=C(NC1CCCCC1)c1cc2cc(Br)ccc2o1
Assay by compound	1	2	3	4	5	6
IDE act	-1	-1	6	-3	6	1
M4 PAM	-14	-1	-3	0	5	-3
MEKK3 PB1 HTS	101	101	98	104	107	105
p-CIP stab down	-10	-8	-11	-13	-9	2
GalR3 antag	-4	-1	-6	-9	-4	-2
CRFR2-BP antag	-3	1	7	6	15	-5
CRFR2-BP ag	0.3	-2.5	-2.5	-1.2	-2.5	-1.2
PHOSPHO1 inh	-3	20	30	0	8	35
IDE cell inh	3	6	5	-1	7	-9

7: CC1CCN(S(=O)(=O)N2CCC(C(=O)NCc3cccs3)CC2)CC1
8: CC(OC(=O)[C@@H](NC(=O)OCc1ccccc1)C(C)C)C(=O)Nc1ccc(N2CCOCC2)cc1 (stereo partly specified)
9: Cn1c(=O)c2c(ncn2CCC(=O)N/N=C/c2ccncc2)n(C)c1=O
10: CCOC(=O)C1CCN(C(=O)c2ccc3c(=O)n4nc(Nc5cc(C)ccc5C)sc4nc3c2)CC1
11: COc1ccc(N(Cc2cc3cc(OC)ccc3[nH]c2=O)S(C)(=O)=O)cc1
12: COCCNC(=O)c1nn2c(C(F)(F)F)cc(-c3ccccc3)nc2c1Br
Assay by compound	7	8	9	10	11	12
IDE act	6	0	6	6	5	·
M4 PAM	2	-4	1	6	-3	3
MEKK3 PB1 HTS	104	·	88	96	96	·
p-CIP stab down	-14	·	-6	-5	-10	·
GalR3 antag	·	-3	-2	-1	0	-6
CRFR2-BP antag	-47	-19	12	-27	15	0
CRFR2-BP ag	15	-2.8	-1.4	2.9	-0.5	2.5
PHOSPHO1 inh	24	·	40	44	-2	·
IDE cell inh	-1	·	1	2	5	·

13: CC(C)N=c1scc(-c2cccs2)n1/N=C/c1ccc(O)c(O)c1O
14: CCC1CCCCN1C(=O)c1ccccc1OC1CCN(S(C)(=O)=O)CC1 (stereo unspecified)
15: c1cc2c3c(cccc3c1)C(N1CCCCC1)=N2
16: CCCCn1c(N)c(N(CCOC)C(=O)c2cc3c(s2)CCCCC3)c(=O)[nH]c1=O
17: Cc1nn(CCCNC(=O)C2CCCO2)cc1Br (stereo unspecified)
18: Cc1ccc(SCc2ccc(C(=O)NCc3cccnc3)cc2)cc1
Assay by compound	13	14	15	16	17	18
IDE act	-4	2	1	-6	3	0
M4 PAM	-7	4	-8	24*	9	-11
MEKK3 PB1 HTS	95	103	105	·	100	106
p-CIP stab down	-9	-5	-5	·	-14	-5
GalR3 antag	0	-6	·	-1	-5	-1
CRFR2-BP antag	-8	36	6	-22	12	-4
CRFR2-BP ag	-0.2	-0.5	4.5	1.7	-0.3	-0.5
PHOSPHO1 inh	-15	34	10	·	7	-12
IDE cell inh	4	1	4	2	-2	11

19: CCN=c1sc2ccccc2n1CC(O)COc1ccccc1 (stereo unspecified)
20: COc1ccc(NC(=O)CN2C(=O)c3ccccc3S2(=O)=O)cc1S(=O)(=O)N1CCOCC1
21: O=C1NN(c2ccccc2)C(=O)/C1=C\c1cccc(OC(=O)c2cccs2)c1
22: Cc1noc(C)c1COc1ccc(C(=O)N2CCN(S(=O)(=O)c3ccc(F)cc3)CC2)cc1
23: O=C(O)Cc1ccc(S(=O)(=O)Nc2ccccc2C(=O)O)cc1
24: COc1ccc(NC(=O)CC2CC3CCC2C3)cc1S(=O)(=O)N1CCOCC1 (stereo unspecified)
Assay by compound	19	20	21	22	23	24
IDE act	-1	5	3	4	7	4
M4 PAM	1	15	5	1	9	4
MEKK3 PB1 HTS	105	·	106	·	102	·
p-CIP stab down	2	·	-19	·	5	·
GalR3 antag	-4	-5	-1	-2	-3	2
CRFR2-BP antag	-4	-7	-2	-5	20	-6
CRFR2-BP ag	-0.6	1.0	-0.8	-1.3	-1.7	-0.7
PHOSPHO1 inh	17	·	10	·	-7	·
IDE cell inh	-1	·	5	·	-3	3

25: Cn1c(N)c(C(=O)COC(=O)c2ccc(Cl)c(S(=O)(=O)N3CCCC3)c2)c(=O)n(C)c1=O
26: COc1ccc(NC(=O)CN(C)CC(=O)Nc2ccc(Cl)cc2F)cc1
27: CCOc1ccc(N2C(=O)CC(SC(=NC)Nc3cccc(F)c3)C2=O)cc1 (stereo unspecified)
28: O=C1CCN(C(=O)Nc2ccccc2)N1
29: CC1CCCN(C(=O)CNC(=O)Cn2ccc3ccccc3c2=O)C1 (stereo unspecified)
30: Cc1ccc2c(COC(=O)C3CSC4(C)CCC(=O)N34)cc(=O)oc2c1C (stereo unspecified)
Assay by compound	25	26	27	28	29	30
IDE act	4	2	2	2	1	1
M4 PAM	2	-3	1	6	-3	-1
MEKK3 PB1 HTS	95	93	97	102	106	·
p-CIP stab down	-2	4	2	0	-12	·
GalR3 antag	-6	-6	-2	-3	2	-5
CRFR2-BP antag	-3	7	-5	16	16	-1
CRFR2-BP ag	0.9	0.5	-2.0	-0.8	-0.3	-1.4
PHOSPHO1 inh	-17	12	15	22	2	·
IDE cell inh	2	2	1	3	1	6

Sorted by value in IDE cell inh (rising): three of the compounds above.
item | SMILES | IDE cell inh
19 | CCN=c1sc2ccccc2n1CC(O)COc1ccccc1 (stereo unspecified) | -1
13 | CC(C)N=c1scc(-c2cccs2)n1/N=C/c1ccc(O)c(O)c1O | 4
21 | O=C1NN(c2ccccc2)C(=O)/C1=C\c1cccc(OC(=O)c2cccs2)c1 | 5

More records.
31: Cc1ccc(-n2ncc(C(=O)O)c2C2CCN(C(=O)OC(C)(C)C)CC2)cc1
32: CCCC(=O)Nc1c(-c2ccccc2)c(=O)c(C)nn1-c1ccccc1
33: COC(=O)c1ccc(COc2ccc(/C=N/Nc3cccc(C(=O)O)c3)cc2)cc1
34: CCOC(=O)N1CCC(NC(=O)C2CCCN(Cc3nc(-c4ccc(CC)cc4)oc3C)C2)CC1 (stereo unspecified)
35: CC(C)(C)C1CCC2(CC1)CC(=O)c1ccccc1O2 (stereo unspecified)
36: c1ccc(-c2nc(NCc3cccs3)c3ccccc3n2)cc1
Assay by compound	31	32	33	34	35	36
IDE act	-1	2	2	3	4	0
M4 PAM	-2	-13	12	-11	3	-3
MEKK3 PB1 HTS	106	98	98	97	105	102
p-CIP stab down	5	0	-9	-32	-3	-2
GalR3 antag	-3	-4	4	11	-2	-11
CRFR2-BP antag	-5	-8	7	18	-6	-9
CRFR2-BP ag	-1.1	0.1	-0.1	1.1	-0.2	5.6
PHOSPHO1 inh	5	21	68*	44	18	31
IDE cell inh	6	-4	-7	-1	2	-2

37: CC(=O)OCC(=O)Nc1ccc(N=Nc2ccccc2)cc1
38: COc1ccc(CNC(=O)C(c2ccco2)N(C(=O)c2ccccn2)c2ccccc2)cc1 (stereo unspecified)
39: CC(=O)Oc1ccc2c(C)cc(=O)oc2c1C(=O)c1ccccc1
40: Cc1ccccc1Nc1nnc(SCc2cc(=O)n3ccsc3n2)s1
41: COC(=O)[C@]1(CC(C)C)N[C@H](c2ccc(-c3ccc(OC)cc3)cc2)[C@@H]2C(=O)N(C)C(=O)[C@@H]21
42: CCCCN(C(=O)c1ccccc1OCc1ccc(F)cc1)c1c(N)n(CCC)c(=O)[nH]c1=O
Assay by compound	37	38	39	40	41	42
IDE act	3	5	0	-2	5	-6
M4 PAM	-6	-7	8	-3	2	0
MEKK3 PB1 HTS	99	59*[inhibitor]	109	103	·	100
p-CIP stab down	2	-3	-11	-11	·	-9
GalR3 antag	0	-9	3	-4	-7	-2
CRFR2-BP antag	-12	-6	13	-9	-15	-10
CRFR2-BP ag	1.8	0.7	-2.3	0.8	-0.4	-0.4
PHOSPHO1 inh	4	-3	7	-42	·	37
IDE cell inh	1	2	5	2	-5	0

43: Cc1ccnc2ccc(-c3nc4ccccc4o3)cc12
44: CCSC1=NC(C)(C)C=C(/C=C/c2ccc(Cl)cc2Cl)N1
45: CCC1CCCCN1CCN1C(=O)C2C(C(=O)Nc3cccc(OC)c3)C3C=CC2(O3)C1C(=O)NC1CCCCC1 (stereo unspecified)
46: COc1cc(OC)c2c(-c3cccc(-c4cccc(C)c4)c3)cc(=O)oc2c1
47: O=C(Nc1ccnn1C1CCN(C(=O)c2cccc(C(F)(F)F)c2)CC1)C1CC1
48: CCOc1cccc2cc(-c3cn4cc(C)ccc4n3)c(=O)oc12
Assay by compound	43	44	45	46	47	48
IDE act	-1	-1	4	3	3	-3
M4 PAM	9	2	-11	-8	21*	3
MEKK3 PB1 HTS	103	106	102	·	100	111
p-CIP stab down	-3	-1	6	·	-18	-19
GalR3 antag	-5	0	-6	2	-1	-5
CRFR2-BP antag	-28	-28	-3	1	2	22
CRFR2-BP ag	-1.3	1.0	-0.6	8.5	-0.4	-1.6
PHOSPHO1 inh	-3	25	6	·	42	17
IDE cell inh	-3	-2	5	·	·	-4

49: Cn1c(CO)cnc1SCc1ccc(Cl)cc1
50: CCOC(=O)C1=C(CSc2nc(CC)c(C)cc2C#N)OC(N)=C(C#N)C1c1ccccc1 (stereo unspecified)
51: CC(=O)C(C)Oc1cc(C)cc2oc(=O)c(C)c(C)c12 (stereo unspecified)
52: COc1ccc(N(CC(=O)NCCc2ccccc2)C(=O)CCC(=O)Nc2nccs2)cc1
53: C=CCOc1cccc(C2/C(=C(\O)c3ccc4c(c3)OCCO4)C(=O)C(=O)N2Cc2cccnc2)c1 (stereo unspecified)
54: COc1ccc(C=NNC(=S)Nc2ccc(F)cc2)cc1OC
Assay by compound	49	50	51	52	53	54
IDE act	3	0	-4	6	7	4
M4 PAM	0	-4	-1	6	6	-4
MEKK3 PB1 HTS	97	107	112	102	101	·
p-CIP stab down	-13	2	-3	-4	2	·
GalR3 antag	-1	-1	-5	-5	-6	2
CRFR2-BP antag	1	17	-1	-1	-14	3
CRFR2-BP ag	-0.8	3.5	-0.9	-0.4	-0.7	-1.1
PHOSPHO1 inh	37	89*	-6	20	24	·
IDE cell inh	1	1	1	2	2	·

55: c1coc(Cn2c(SCc3nc4ccccc4[nH]3)nnc2-c2cnccn2)c1
56: Cc1cc(NC(=O)COC(=O)CNS(=O)(=O)c2c(F)cc(F)cc2Br)no1
57: CCOC(=O)N1CCC(NC(=O)c2cc(COc3ccccc3SC)on2)CC1
58: Cn1ncc(Oc2ccc([N+](=O)[O-])cc2)c(Cl)c1=O
Assay by compound	55	56	57	58
IDE act	4	3	2	·
M4 PAM	-1	-1	-6	-4
MEKK3 PB1 HTS	103	·	103	98
p-CIP stab down	-9	·	-9	1
GalR3 antag	-2	-1	-2	2
CRFR2-BP antag	17	-14	-4	17
CRFR2-BP ag	1.6	-2.8	-3.9	-0.8
PHOSPHO1 inh	90*	·	31	41
IDE cell inh	-5	-1	-3	4

Source: PubChem BioAssay (several laboratories)
